SRC3 inh = SRC3 coactivator transcriptional activity inhibitors, primary screen, cell-based, luminescence; HEK293 GAL4-SRC3 luciferase reporter; inhibition, % at 3.6 µM; 360,000 tested, 0.17% active; AID 588352, 2011;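 active = inhibition above a per-campaign cutoff, the mean of all compounds plus 3 SD, cut at about 60% in these data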;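 note: 0% = DMSO-treated cells and 100% = gossypol-treated cells at 36 µM; higher means less SRC3-driven luciferase light from the GAL4 reporter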
NCOA1 inh = SRC1 coactivator transcriptional activity inhibitors, primary screen, cell-based, luminescence; 360,000 tested, 0.12% active; HEK293 GAL4-SRC1 luciferase reporter; inhibition, % at 3.6 µM; Nuclear receptor coactivator 1 (Homo sapiens), Q15788;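 active = inhibition above the campaign mean plus 3 SD, with each screening campaign given its own cutoff, cut at about 60% in these data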;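 note: 0% = DMSO treated cells and 100% = gossypol at 36 µM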
TROY NFkB inh = inhibitors of TROY-driven NF-kB signaling, primary screen, Q293 LMP1-TROYcd cells, NF-kB luciferase, uHTS; 360,000 tested, 0.98% active; inhibition, % at 10 µM; AID 1347056, 2019; Q293 LMP1-TROYcd NF-kB luciferase reporter, 4 h;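 active = compounds whose plate-normalised and pattern-corrected inhibition of the luciferase reporter signal at the single screening dose is 50% or more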
TLR9-MyD88 block = inhibitors of TLR9-MyD88 association in cells, primary screen, cell-based, CHO, BLA complementation, fluorescence; Toll-like receptor 9 (Homo sapiens) + Myeloid differentiation primary response protein …; CCF4 FRET ratio; inhibition, % at 4.98 µM; 340,000 tested, 0.21% active; AID 504734, 2011;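 active = inhibition above the mean over all tested compounds plus 3 SD, cut at about 21% in these data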;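 note: 0% = DMSO only wells and 100% = clavulanate BLA inhibitor control wells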
TRAIL sens C8 = viability loss with TRAIL in NB7+C8 cells, primary screen, TRAIL sensitizer project, cell-based, ATPlite luminescence; 360,000 tested, 1% active; inhibition (viability loss, TRAIL sensitization), % at 10 µM;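 active = compounds causing at least 50% loss of cell viability in the single-dose screen, relative to plate controls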
NR5A2 inv ag = LRH-1 (NR5A2) inverse agonists, primary screen, cell-based, luminescence, HEK293T, StAR-luciferase reporter. Nuclear receptor subfamily 5 group A member 2 (Homo sapiens), O00482. LRH-1 transfected, 24 h. inhibition, % at 3.6 µM. 360,000 tested, 0.13% active. AID 602396, 2012;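 active = inhibition above the mean inhibition of all tested compounds plus 3 SD, cut at about 73% in these data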;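 note: 0% = DMSO wells and 100% = reporter-only cells lacking LRH-1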
COUP-TFII inh = NR2F2 transcriptional activity inhibitors, primary screen, cell-based, luciferase reporter, HEK293T, luminescence; 370,000 tested, 0.7% active; COUP transcription factor 2 (Homo sapiens), P24468; inhibition, % at 8.6 µM; HEK293T NGFI-A luciferase reporter;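 active = inhibition above a per-plate cutoff, mean inhibition of test wells between control levels plus 3 SD, cut at about 38% in these data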;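 note: cells cotransfected with COUP-TFII expression vector driving the NGFI-A reporter; 0% = median of COUP-TF2 test wells and 100% = reporter-only cells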
NCOA2 inhibitor = inhibition of GAL4-SRC2 driven luciferase reporter, primary screen, SRC2 inhibitor project, cell-based, luminescence; HEK293 GAL4-SRC2 luciferase reporter; AID 651957, 2012; 370,000 tested, 0.17% active; Nuclear receptor coactivator 2 (Homo sapiens), Q15596; inhibition, % at 9 µM;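 active = inhibition above the mean inhibition of all tested compounds plus 3 SD, set per campaign, cut at about 52% in these data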;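 note: 0% = DMSO treated cells and 100% = cells given Gossypol at 36 µM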
LMP1 NFkB inh = EBV LMP1-driven NF-kappaB luciferase reporter inhibitors, primary screen, cell-based, luminescence, single point. inhibition, % at 12.5 µM. 350,000 tested, 0.69% active. LMP1-induced NF-kappaB luciferase reporter cells; in the data active = inhibition above about 41%;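 note: 0% = neutral control wells and 100% = reference inhibitor control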
NOD2 RIPK2 PPI = NOD2-RIPK2 binding disruptors in cells, primary screen, fluorescence, CHO cells, BLA complementation | CCF4 ratio | inhibition, % at 4.98 µM | 360,000 tested, 0.38% active; in the data active = inhibition above about 21%;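 note: 0% = vehicle only and 100% = reference blocker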
TWEAK-Fn14 inh = inhibitors of TWEAK-Fn14 signaling, primary screen, luciferase reporter cells, uHTS; TWEAK-stimulated Fn14 reporter cells, luciferase luminescence, 8 h; inhibition, % at 10 µM; 360,000 tested, 2% active; AID 1159606, 2016; in the data active = inhibition above about 50%
* marks the source's active call; other numbers are inactive results; / = no result given. Not all compounds are listed. The share of hits here may be higher or lower than overall.

SMILES	SRC3 inh	NCOA1 inh	TROY NFkB inh	TLR9-MyD88 block	TRAIL sens C8	NR5A2 inv ag	COUP-TFII inh	NCOA2 inhibitor	LMP1 NFkB inh	NOD2 RIPK2 PPI	TWEAK-Fn14 inh
CCOC(=O)C(NC(C)=O)(Nc1ccc(S(N)(=O)=O)cc1)C(F)(F)F (configuration not stated)	16	4	2	-6	3	-2	-1	3	1	1	-15
CCOC(=O)CON1C(=O)c2ccccc2C1=O	-5	-1	-14	-11	-9	17	8	-5	-10	-13	-6
CCOc1ccccc1C(=O)Nc1cc(Cl)ccc1O	0	-5	33	-4	-14	15	7	-26	-3	8	27
Cc1ccc(-c2c(C(=O)N/N=C/c3ccc(C)o3)nnn2-c2nonc2N)cc1	6	8	9	-9	-13	-2	3	-2	-8	7	-16
O=C(NCc1cccnc1)c1ccccc1NS(=O)(=O)c1ccc(Br)cc1	-7	-8	1	-8	11	-5	2	-20	9	-4	4
Cc1cc(NC(=O)COc2ccccc2)ccc1Cl	-40	-61	-66	-10	6	-37	-28	-80	-23	0	-3
Cc1ccc(C(C)NC(=O)c2ccc3c(c2)OCCO3)cc1C (configuration not stated)	15	2	7	2	6	-3	-1	-27	-9	-1	14
CC(C)Nc1ncnc2c1ncn2[C@H]1CN(Cc2ccccc2)C[C@@H](CO)O1	15	-12	-6	/	-8	-15	-13	5	/	-1	-12
Cn1c(=O)c(C(=O)NCc2ccc(F)cc2)c(O)c2ccccc21	7	0	2	-1	-6	-1	-4	5	-14	-11	-5
Cn1c(NC(=O)COc2ccccc2)cc(=O)n(C)c1=O	-13	-6	4	6	3	8	-16	-29	-3	-13	1
NC(=O)C1CCN(c2cc(N3CCOCC3)ccc2[N+](=O)[O-])CC1	13	1	-4	4	-4	21	5	0	-8	-6	-13
NS(=O)(=O)c1ccc(NC(=O)Cc2c(F)cccc2Cl)cc1	7	-2	-6	-1	10	2	3	4	-1	-2	7
O=c1c2ccccc2sn1-c1ccccc1	5	-29	-61	54*	-11	7	-5	44	-4	77*	-10
CCOC(=O)C(=Cc1ccccc1)C(=O)c1ccccc1	33	27	55*	2	18	19	9	27	32	10	98*
Cc1nc(/N=C\N(C)C)sc1C(=O)Nc1ccccc1	-11	-29	-13	-3	8	-38	-13	-28	-12	-6	0
Cc1ccc(SC(C)c2nc(-c3ccncc3)no2)cc1 (configuration not stated)	2	1	-5	-4	-4	3	7	14	-1	0	-11
C/C(CC(=O)Nc1ccccc1)=N\NC(=O)COc1ccc(C)cc1Br	6	0	-8	-8	-1	-25	-5	3	9	13	16
N#CCC(=O)Nn1c(=S)[nH]c2ccccc2c1=O	-8	-17	-4	3	-8	3	-13	-28	5	1	-3
CCOc1ccc(Cl)cc1S(=O)(=O)N1CCC(C(=O)NCc2ccncc2)CC1	4	9	-6	-4	-22	8	-2	-30	-13	-8	18
O=c1c2[nH]c3ccc(F)cc3c2ncn1CCC1=CCCCC1	-3	-34	-25	-5	14	-19	10	-8	-23	-1	-20
FC(F)(F)c1ccccc1-n1c(-c2ccco2)n[nH]c1=S	14	17	25	0	-7	3	32	23	12	-3	88*
CCOc1ccc(NC(c2ccccc2)P(=O)(OC)OC)cc1 (configuration not stated)	-7	9	-30	-1	2	8	8	-11	0	2	-20
Cc1ccc(C)c(NC(=O)CN(C)C(=O)c2ccc(-c3ccc(Cl)cc3)o2)c1	-5	0	-12	4	-3	-3	-3	-13	-1	-11	-22
CC(Sc1nnc(-c2ccco2)n1C)C(=O)Nc1ccc(N2CCOCC2)cc1 (configuration not stated)	5	-7	-37	-2	9	-17	-15	-7	2	6	14
C=CCC[C@H](Cc1ccc(F)cc1)C(=O)OC[C@@H](NC(=O)[C@H](CC=C)CC(=O)NCCO)C(C)(C)C	11	0	-1	-17	0	-2	1	5	-4	11	16
SMILES	SRC3 inh	NCOA1 inh	TROY NFkB inh	TLR9-MyD88 block	TRAIL sens C8	NR5A2 inv ag	COUP-TFII inh	NCOA2 inhibitor	LMP1 NFkB inh	NOD2 RIPK2 PPI	TWEAK-Fn14 inh
CCOc1ccc(C(=O)Nc2ccccc2N2CCOCC2)cc1	0	-9	-32	-6	8	3	13	1	5	7	-11
COc1cccc(NS(=O)(=O)c2ccc3[nH]cc(C(=O)NCCCOC(C)C)c(=O)c3c2)c1	-1	-9	13	-10	16	15	0	7	-5	2	0
COc1ccc(NC(=S)NC(=O)c2cncc(Br)c2)c(OC)c1	-2	-2	-6	-6	-18	-16	-4	9	6	1	-24
COC(=O)/C(C#N)=C/c1c[nH]c2ccccc12	-29	-41	-28	7	-1	-11	-34	-63	-25	-8	5
CC(C)n1nnnc1SCC(=O)NNC(=O)C1CCCCC1	14	-24	-26	1	-11	17	-1	-26	-8	-21	-12
O=C(NCc1ccccc1OC(F)(F)F)C1CCC(=O)N(CCc2ccccn2)C1 (configuration not stated)	22	9	9	0	8	6	-2	1	3	-1	0
CCCOc1ccc(NC(=O)CC2C(=O)N(CC)C(=S)N2Cc2cccs2)cc1 (configuration not stated)	7	0	-2	1	1	11	9	-2	-11	3	4
O=C(NCc1ccco1)C12CN(Cc3ccccc3)CC1C(c1cccc([N+](=O)[O-])c1)=NO2 (configuration not stated)	-3	2	-8	3	-1	37	1	-4	4	-1	-13
O=C(NC(=S)N1CCN(c2nc(-c3ccccc3)cs2)CC1)c1cncc(Br)c1	-10	-6	1	3	-3	5	12	1	0	3	-5
CC1(C(=O)NC2CCN(Cc3ccccc3)CC2)CCN1Cc1ccc2ccccc2c1 (configuration not stated)	10	13	4	/	-3	24	15	-10	/	-6	18
CC(C)(C)/C(O)=C/c1nc2cc(Cl)ccc2oc1=O	3	-27	-12	0	25	-8	-5	-7	-23	-7	8
CC(C)NC(=S)N/N=C/c1ccc2c(c1)OCCO2	-10	-16	23	-9	30	-24	-2	-36	-2	-6	15
COc1ccc(Cl)cc1NC(=O)c1ocnc1C	29	5	-3	-11	2	11	19	-22	-7	-5	8
CCc1ccc(C(=O)NNC(=S)Nc2ccc(S(N)(=O)=O)cc2)s1	1	-30	-16	4	-6	-3	-4	-16	-7	9	4
COc1cc(NC(=O)Nc2c(C)n(C)n(-c3ccccc3)c2=O)cc(OC)c1OC	11	5	-4	2	1	-8	-6	-21	-3	0	12
Cc1cc(NC(=O)Cc2ccccc2)nc2c1c(=O)oc1ccccc12	4	14	-14	-5	32	-20	-2	2	-14	-10	-17
O=C(CC(SCCO)c1ccc(F)cc1)c1ccco1 (configuration not stated)	-27	-4	-42	-9	-2	5	-9	-7	12	-3	1
N#Cc1cnc2cc(-c3ccccc3)nn2c1N	-44	-15	-38	/	-34	-29	-22	-6	-1	-4	-34
CCOc1ccc(-n2c(SCC(=O)Nc3ccc4c(c3)OCCO4)nc3c(c2=O)SCC3)cc1	8	6	-10	1	-8	-6	19	-13	-54	0	1
COc1ccc(NC(=O)c2cc(F)cc(F)c2)cc1Cl	-67	-85	-82	2	-3	-65	-54	-38	-29	-7	-21
CCC1C(=O)N=C(SCC(=O)Nc2ccc(Br)cn2)NC1=O (configuration not stated)	-7	2	17	-5	-5	-11	-6	-3	0	5	1
COC1OC2COC(c3ccccc3)OC2C(=O)C1NC(=O)c1ccccc1 (configuration not stated)	-24	-4	-4	-6	0	-15	3	13	1	-6	-9
O=C(Nc1nnc(Cc2ccc([N+](=O)[O-])cc2)s1)c1ccc2c(c1)OCO2	-9	-10	-25	-4	-14	-12	-21	-29	-2	-6	-11
Cc1c(C(=O)NCc2nnc(-c3ccccc3)o2)oc2c(F)cccc12	-27	-15	-13	-6	-5	-3	5	-28	-3	-3	-29
CCN(c1cccc(C)c1)S(=O)(=O)c1ccc2c(c1)CCCN2C(C)=O	24	-3	6	6	3	-4	10	11	8	2	14
SMILES	SRC3 inh	NCOA1 inh	TROY NFkB inh	TLR9-MyD88 block	TRAIL sens C8	NR5A2 inv ag	COUP-TFII inh	NCOA2 inhibitor	LMP1 NFkB inh	NOD2 RIPK2 PPI	TWEAK-Fn14 inh
CCn1cc([N+](=O)[O-])c(C(=O)N2N=C(c3ccc4ccccc4c3)CC2c2ccccc2O)n1 (configuration not stated)	-13	-17	50	0	12	4	-1	0	-4	-2	39
Cc1ccccc1-c1noc(-c2ccc(O)cc2)n1	-75	-129	-11	-2	6	-67	-52	-31	7	-3	9
CCOc1ccc(-c2nnn(CC(=O)NCc3ccc4c(c3)OCO4)n2)cc1	0	-7	/	0	-13	14	-8	9	-1	-6	6
CC12CCC(C(=O)Nc3cccc(Cl)c3)(C(Br)C1=O)C2(C)C (configuration not stated)	4	1	-12	-8	5	14	7	5	-5	-5	14
Cc1cccc(-n2ncc3c(NCc4ccc5c(c4)OCO5)ncnc32)c1	-9	7	-37	3	-2	-6	-10	-11	-2	1	8
COC(=O)CN1C(=O)N/C(=C/c2cc(Cl)c(OC)c(OC)c2)C1=O	23	-9	-13	-7	3	24	-6	-5	-4	-7	-7
COc1ccc(NC(=O)CSc2nc(N)c(NC(=O)c3cccs3)c(=O)[nH]2)cc1	4	-12	-23	8	-2	13	5	9	-8	4	-14
Cc1ccccc1C(=O)Nc1c(C)[nH]c(=O)[nH]c1=O	21	-1	-17	8	12	23	7	-4	-9	-1	16
Cc1cc(=O)n2[nH]c(SCc3c(F)cccc3Cl)nc2n1	5	-18	0	-9	3	5	12	6	-4	-5	-3
Cc1ccc(-c2nc3cnccn3c2Nc2ccc3c(c2)OCCO3)o1	-27	-58	-34	-11	-7	-27	-19	-22	2	-6	-15
O=C(Nc1cccc(Oc2ccc(C(=O)O)c(C(=O)O)c2)c1)c1ccc(-c2ccccc2)cc1	19	1	-11	3	54*	-3	15	-7	2	-12	30
COc1ccc(C2CC(c3ccc4ccccc4c3)=NN2C(=O)CN2CCC(C(N)=O)CC2)cc1 (configuration not stated)	-41	-23	18	2	-3	-48	-11	-35	-23	4	19
Cc1ccc([C@@H]2CC=C(C(=O)O)[C@H](c3ccc(Br)cc3)N2S(=O)(=O)c2ccc(C)cc2)cc1	2	-1	29	-2	5	22	10	15	2	-12	18
CC(Oc1ccc(Cl)cc1)C(=O)NCCCn1ccnc1 (configuration not stated)	12	6	-8	-16	-7	4	1	10	8	0	13
CC(Oc1ccc(Cl)cc1Cl)C(=O)NNC(=O)c1cccnc1 (configuration not stated)	8	-5	12	1	0	0	-2	15	-3	19	-12
C(=C\c1ccccc1)/CN1CCN(Cc2ccc3c(c2)OCO3)CC1	0	6	-1	5	-6	-1	2	-6	-2	0	5
CC(C)(C)c1nn(-c2ccccc2)c2[nH]c(=O)c(C=O)cc12	0	-3	40	-4	-3	19	2	-13	-5	3	31
